Source: PubChem BioAssay
RAD52 inh: RAD52 (human) annealing inhibition; recombinant RAD52 DNA annealing, FRET fluorescence; P43351; 0.46% of 360,000 active; inhibition, % at 18.7 µM;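 active = every replicate showing at least 50% inhibition; inconclusive = mean inhibition at least 50% but not in every replicate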
esBAF inh: blocks esBAF chromatin remodeling in mouse ES cells | AID 602393 | reporter increase, % at 12.5 µM | 2% of 350,000 active | Bmi1-luciferase knock-in reporter, 24 h; 100% = twice the neutral-well signal; in the data active = activation above about 40%; inconclusive = no clear call, values can overlap the other calls;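 note: 0% = median of the plate's neutral control wells and 100% = double that signal; a rise in the Bmi1 reporter signal indicates esBAF inhibition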
E-sel inducer: E-selectin induction on HUVECs; P16581; HUVEC E-selectin immunofluorescence imaging; normalized: neutral wells 0, TNF-alpha wells 100; activation, % at 7.58 µM; 0.37% of 260,000 active; AID 686992;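 active = mean E-selectin-positive cell signal at least 10% of the positive control, reached in at least 60% of replicates, without over 20% cell loss; inconclusive = no rule given, readout overlaps actives, possibly toxicity-flagged; inactive = the rest, including those meeting only one limit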;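 note: in these data hits start at about 27%; measured in HUVEC primary endothelial cells; signal is the percent of cells scored E-selectin positive by PE staining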
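Assay system: HUVEC, human umbilical vein endothelial cells / Amount: 3,000 HUVEC/well / Controls: TNF-alpha positive control, DMSO neutral control / Compound dosing: single concentration / Medium: EGM-2 over gelatin coat / Evaluation: percent E-selectin-positive cells / Signal: immunofluorescence imaging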
ERp5 block: inhibitors of human ERp5. Q15084. ERp5 insulin aggregation, absorbance 650 nm, 90 min. inhibition, % at 9.99 µM. 0.05% of 350,000 active. AID 651711;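 active = mean replicate inhibition above about 25%, with every replicate also reaching it, limit read from the data, passing the limit was not always enough; inconclusive = only one of those two criteria met; inactive = neither criterion met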
ERAP1 HTS inh: inhibitors of human ERAP1 aminopeptidase; Q9NZ08; recombinant ERAP1, Leu-AMC fluorescence, 60 min; inhibition, % at 10.7 µM; 0.15% of 340,000 active; AID 652197;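 active = mean replicate inhibition of at least 30%, or all replicates individually reaching that 30% level; inactive = mean below 30% and not every replicate reaching it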;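 note: 0% = neutral control wells and 100% = L-leucinethiol positive control wells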
Target sequence (Q9NZ08 whole entry, looked up): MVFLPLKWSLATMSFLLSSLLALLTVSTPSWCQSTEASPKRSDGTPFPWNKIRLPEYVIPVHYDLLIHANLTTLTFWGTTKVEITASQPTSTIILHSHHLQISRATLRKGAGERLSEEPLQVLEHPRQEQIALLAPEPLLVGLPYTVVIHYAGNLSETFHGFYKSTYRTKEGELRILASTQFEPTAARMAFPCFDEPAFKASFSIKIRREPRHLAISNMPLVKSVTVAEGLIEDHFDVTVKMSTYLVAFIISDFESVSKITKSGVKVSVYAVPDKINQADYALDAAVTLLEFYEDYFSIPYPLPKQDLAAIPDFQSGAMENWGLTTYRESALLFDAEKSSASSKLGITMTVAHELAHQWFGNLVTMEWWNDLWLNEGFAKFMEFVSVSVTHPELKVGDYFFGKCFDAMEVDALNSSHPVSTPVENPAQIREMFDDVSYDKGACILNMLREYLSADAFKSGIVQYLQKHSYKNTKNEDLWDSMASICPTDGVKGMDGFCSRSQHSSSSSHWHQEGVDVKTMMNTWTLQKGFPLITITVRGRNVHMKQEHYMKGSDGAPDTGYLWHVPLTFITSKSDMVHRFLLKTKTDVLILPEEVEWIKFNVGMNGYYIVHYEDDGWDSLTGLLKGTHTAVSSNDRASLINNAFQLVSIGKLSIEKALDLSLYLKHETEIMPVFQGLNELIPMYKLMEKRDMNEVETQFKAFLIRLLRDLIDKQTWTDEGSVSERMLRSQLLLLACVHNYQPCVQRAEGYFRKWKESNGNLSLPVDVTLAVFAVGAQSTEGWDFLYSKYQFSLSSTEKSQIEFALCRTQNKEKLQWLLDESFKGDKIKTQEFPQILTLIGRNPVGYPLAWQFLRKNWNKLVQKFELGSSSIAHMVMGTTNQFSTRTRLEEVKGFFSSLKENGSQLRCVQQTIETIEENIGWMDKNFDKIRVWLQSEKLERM
S100A4 inh HTS: inhibitors of human S100A4 binding to myosin IIA peptide | P26447 | S100A4/TAMRA-MyoIIA peptide fluorescence polarization | inhibition, % at 10.7 µM | 0.14% of 360,000 active;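 active = mean inhibition of at least 70% across replicates, with every replicate also reaching that level; inconclusive = mean inhibition reaches 70% but some replicates fall short; inactive = mean inhibition below 70%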
Target sequence (P26447 whole entry, looked up): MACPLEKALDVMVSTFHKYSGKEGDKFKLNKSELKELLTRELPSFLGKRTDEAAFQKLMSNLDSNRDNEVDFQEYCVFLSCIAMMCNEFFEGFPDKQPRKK
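assay system = human S100A4 monomer with TAMRA-labelled myosin IIA peptide | also added = labelled myosin peptide probe, 5 nM | incubation = 5 min between mix addition and reading | control set = DMSO and TFP controls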
XiGFP reactiv: X-chromosome reactivation activator | XiGFP mouse fibroblasts, % GFP-positive cells imaging, 3 d; cells co-treated with 5-aza-dC sensitizer; scaled so ellipticine positive control = 100% | activation, % at 7.58 µM | 0.055% of 360,000 active;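 active = mean normalized replicate activation at least 10% and every replicate at or above 10%; inconclusive = only one of the two criteria met; inactive = mean below 10% and not all replicates reach 10%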;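 note: 0% = median of on-plate neutral control wells and 100% = ellipticine 6 µM median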
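Schedule: 3 d treatment, 15 min room-temperature fixation; system: 68-5-11 XiGFP fibroblast line; buffer or medium: DMEM plus 5-aza-dC sensitizer; control set: ellipticine 6 µM positive control; compound: one concentration, pinned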
RAD54 inh: blocks human RAD54 Holliday junction branch migration; FAM/BHQ fluorescence; inhibition, % at 10.4 µM; Q92698; 0.14% of 360,000 active; AID 602329;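 active = mean normalized replicate activity at least 40 and at least half of replicates scoring 40 or more; inconclusive = only one of the two criteria met; inactive = mean below 40 and under half of replicates reaching 40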;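 note: 0% = median of neutral control wells and 100% = median of positive control wells; inhibitors cause a drop in the FAM fluorescence signal; in these data hits start at about 50%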
Active calls of the source: *; ? = inconclusive; · = not tested or not shown.

Under each structure: RAD52 inh, esBAF inh, E-sel inducer, ERp5 block, ERAP1 HTS inh, S100A4 inh HTS, XiGFP reactiv, RAD54 inh
COc1ccccc1-c1nnc(SC(C)C(=O)Nc2ccc(C(N)=O)cc2)o1 (centres undefined)
 : -8.9, ·, 4.0, 0.8, 1.0, -0.1, -0.1, ·
COc1ccccc1C(=O)OCC(=O)NC12CC3CC(CC(C3)C1)C2
 : 3.6, -2.8, 0.3, 2.2, -0.3, 1.5, 0.0, 2.3
CN1c2ccccc2C(=O)C(=C2SCCCS2)S1(=O)=O
 : -4.2, 10.7, ·, 2.1, ·, 1.1, 0.0, ·
O=C(Nc1ccnn1C1CCN(C(=O)c2c(F)cccc2F)CC1)C1CC1
 : -1.6, -1.1, 0.4, 9.8, -1.0, -1.6, 0.0, -0.1
CC1CC(=O)N(c2ccc(C(C)C)cc2)C(=O)C1
 : -16.2, -4.4, -0.1, 0.9, 0.1, -5.5, 0.0, -0.5
O=C(C[C@H]1C[C@@H]2c3cc(NC(=O)Nc4ccccc4)ccc3O[C@@H]2[C@@H](CO)O1)NCc1ccccc1
 : 13.4, 3.0, 0.9, -0.7, 2.1, ?, 0.2, 1.6
CC(C)(C)[C@@H]1COC(=O)[C@@H](NC(=O)OCC2c3ccccc3-c3ccccc32)C/C=C\C[C@@H](CC(=O)NCCO)C(=O)N1
 : -13.7, -3.4, -0.1, -4.4, -2.6, 1.9, -0.7, -16.6
Cc1ccc(S(=O)(=O)/N=C(\Nc2cc(C)on2)c2ccc(Cl)cc2)cc1
 : -19.3, 9.5, ·, 5.1, 0.4, -11.8, 0.0, 3.4
CN(CC(=O)Nc1ccc(N2CCOCC2)cc1)C(=O)C12CC3CC(CC(C3)C1)C2
 : -13.1, 0.5, ·, 1.1, -4.4, -0.1, 0.0, 12.3
CCOC(=O)C1=C(COC(=O)c2ccc([N+](=O)[O-])s2)NC(=O)NC1C (centres undefined)
 : -25.1, -8.5, ·, -9.5, 0.4, -7.7, -0.5, -3.9
Cc1ccc(S(=O)(=O)N(C)C[C@@H]2OCc3cn(nn3)CCCC(=O)N([C@H](C)CO)C[C@@H]2C)cc1
 : 7.0, -4.3, 0.1, 0.0, 4.1, -33.1, 0.0, 3.0
CCN(Cc1nc(-c2ccccc2)no1)C(=O)COc1cccc(OC)c1
 : -6.2, -3.0, 0.0, 0.6, 0.1, -2.9, 0.0, 7.6
CCOc1cc(/C=N/NC(=O)c2ccncc2)ccc1OC(=O)c1ccccc1
 : -2.3, -5.0, -0.4, 5.6, -3.7, -3.1, 0.0, 5.3
Cc1ccc(NC(=O)c2nc[nH]c2C(=O)N[C@@H](C)C(=O)OC(C)(C)C)cc1
 : 3.4, 3.5, -0.1, 2.2, ·, -0.5, -0.1, 11.9
CCc1ccc(/C=N/NC(=O)c2cc(C)on2)s1
 : -16.4, ·, ·, 2.2, 2.4, 6.2, 0.0, ·
CN(C)CC#Cc1ccc([C@H]2[C@@H](CO)N3C(=O)CN(C(=O)c4ccc(F)cc4)C[C@@H]23)cc1
 : 5.2, ·, 0.5, 1.5, -2.4, 1.1, 0.3, ·
CC(C)(C)[S@@](=O)N1Cc2cc(C(=O)NCc3ccc4c(c3)OCO4)nc(-c3cccc(-c4cccnc4)c3)c2[C@H]1CCO
 : -41.3, 0.6, 0.2, 3.6, -0.5, -10.3, -0.1, 12.0
O=C(Nc1ccc(CN2CCOCC2)cc1)c1cccc(-c2cc3ccccc3oc2=O)c1
 : -13.8, ·, ·, 7.1, -24.4, -11.2, 0.1, ·
CS(=O)(=O)c1cccc(C(=O)OCC(=O)c2ccc3c(c2)OCCO3)c1
 : -56.0, ·, ·, 0.9, -3.4, -5.7, -0.1, ·
COC(=O)C[C@H]1CC[C@H]2[C@@H](COc3ccc(NC(=O)Nc4c(C)noc4C)cc3C(=O)N2C)O1
 : 0.4, -2.0, 0.3, -7.1, -0.6, 0.3, 0.0, 3.0
Cc1cc(C)nc(SCNC(=O)c2ccc(F)cc2)n1
 : -2.1, -3.4, ·, -10.4, 5.3, 2.0, ·, 6.2
COc1ccc(CCn2c(=N)c(C(=O)NCC3CCCO3)cc3c(=O)n4ccccc4nc32)cc1OC (centres undefined)
 : 8.4, 4.5, ·, -0.6, 6.1, -2.0, 0.3, ·
Cc1[nH]n(C)c(=O)c1C(=O)c1c(-c2ccccc2Cl)noc1C
 : -11.7, ·, -0.1, -2.9, 1.4, -2.8, 0.1, 3.2
COc1cccc(CNC(=O)c2ccc(C)c(NC3=NC4CS(=O)(=O)CC4S3)c2)c1 (centres undefined)
 : -6.7, -6.2, 4.4, -2.2, 5.7, -3.3, 0.0, 9.0
COc1cc(-c2c(-c3ccc4c(c3)OCO4)noc2-c2ccsc2)ccc1F
 : -15.4, 17.2, 0.0, 5.4, -3.9, -8.2, 0.0, 0.5
CCC1=NN2C(=N)/C(=C/c3c(C)nn(-c4ccccc4)c3Cl)C(=O)N=C2S1
 : -46.4, ·, ·, -0.5, 0.8, -4.8, 0.0, ·
C[C@H](CO)N1C[C@H](C)[C@H](CN(C)S(=O)(=O)c2ccccc2)Oc2ccc(NC(=O)CCCCCC(=O)Nc3ccccc3N)cc2CC1=O
 : -9.7, -6.0, 0.0, -1.1, 0.1, 2.0, 0.1, -0.3
COC(=O)C[C@H]1CC[C@@H]2[C@@H](COc3ccc(NS(=O)(=O)c4ccccc4Cl)cc3C(=O)N2C)O1
 : 14.9, 5.2, 0.0, 2.0, -1.6, -45.0, 0.1, 2.2
O=C(O)C(c1ccccc1)c1ccccc1
 : -0.3, -5.4, ·, 4.9, 1.0, -16.5, ·, -4.6
Cc1cccc(C)c1NC(=O)C(Cl)=C(Cl)Cl
 : -0.3, -7.3, 0.6, -3.9, 3.7, -0.6, 0.0, ·

Ordered by count of non-hydrogen atoms (descending): part of the list above
Under each structure: RAD52 inh, esBAF inh, E-sel inducer, ERp5 block, ERAP1 HTS inh, S100A4 inh HTS, XiGFP reactiv, RAD54 inh
CCC1=NN2C(=N)/C(=C/c3c(C)nn(-c4ccccc4)c3Cl)C(=O)N=C2S1
 : -46.4, ·, ·, -0.5, 0.8, -4.8, 0.0, ·
Cc1cc(C)nc(SCNC(=O)c2ccc(F)cc2)n1
 : -2.1, -3.4, ·, -10.4, 5.3, 2.0, ·, 6.2
O=C(O)C(c1ccccc1)c1ccccc1
 : -0.3, -5.4, ·, 4.9, 1.0, -16.5, ·, -4.6

Next part
Under each structure: RAD52 inh, esBAF inh, E-sel inducer, ERp5 block, ERAP1 HTS inh, S100A4 inh HTS, XiGFP reactiv, RAD54 inh
C[C@H](CO)N1C[C@H](C)[C@@H](CN(C)CC2CCCCC2)Oc2ccc(NS(=O)(=O)c3ccc(F)cc3)cc2C1=O
 : 5.1, -3.9, 0.5, 4.9, -0.3, 10.8, 0.2, 3.8
O=C(c1ccccn1)N1CC[C@H]2[C@H](CO)Nc3ccc(C#Cc4cccnc4)cc3[C@H]21
 : ·, -4.9, 0.2, ·, ·, ·, 0.1, -6.6
COc1ccccc1C#Cc1ccc([C@H]2[C@@H](CO)N3CCCCN(CCC(F)(F)F)C[C@@H]23)cc1
 : -28.6, -9.1, -0.4, 5.1, -0.7, -8.3, 0.2, 9.2
Cc1ccc(OCc2ccc(-c3ccccc3)cc2)c([N+](=O)[O-])n1
 : -19.1, ·, ·, 3.9, -0.3, 4.2, 0.6, 2.0
Cc1cc(C)cc(NC(=S)NC2CC3CCCC(C2)N3C2CC2)c1 (centres undefined)
 : -12.2, ·, -0.7, -1.5, -1.1, 1.5, 0.3, ·
COCCc1nc2ccc(C(=O)NCc3cccc(-n4cccn4)c3)cc2o1
 : -5.1, -4.0, ·, -2.6, -5.2, -2.1, 0.2, -10.5
C/C=C/c1ccc([C@@H]2[C@@H](CO)N(C(=O)CC)[C@@H]2CNC(=O)CC)cc1
 : -19.8, 0.1, -0.1, 2.4, 1.7, 24.1, 0.0, -4.2
CCN(Cc1ccccc1)C(=O)COC(=O)CNC(=O)c1ccc(C)s1
 : -21.3, ·, ·, -4.7, -1.8, 1.6, -0.1, ·
COC(=O)[C@H]1[C@@H](C)N(Cc2ccccc2)C(=O)N[C@H]1c1cccc(C(F)(F)F)c1
 : -3.8, 1.6, -0.1, 6.4, -3.4, -1.4, -0.3, 4.5
COc1ccc(S(=O)(=O)N2CCOCC2)cc1NC(=O)CSc1ncnc2ccccc12
 : -86.7, ·, -0.1, 0.7, -4.1, -5.6, 0.4, ·
CNS(=O)(=O)c1ccc(CNC[C@H]2O[C@@H](n3cnc(C(N)=O)n3)[C@H](O)[C@@H]2O)cc1
 : -17.5, -3.2, 0.4, 11.2, -2.8, -1.8, 0.2, -10.2
C[C@H](CO)N1C[C@H](C)[C@@H](CN(C)Cc2ccccc2)Oc2c(NC(=O)c3ccc(-c4nccs4)cc3)cccc2C1=O
 : 10.2, 6.0, 0.0, 0.0, -5.1, -0.7, 0.0, -12.9
C=CCn1c(SCC(=O)NC2CCCC2)nc2c([nH]c3ccccc32)c1=O
 : -8.0, ·, 0.1, -5.6, -0.4, 3.2, 0.1, -8.7
CC1CCCCC12NC(=O)N(CC(=O)N1CCN(S(=O)(=O)c3ccc4c(c3)CCC4)CC1)C2=O (centres undefined)
 : -7.8, ·, 0.2, -1.6, -1.5, 6.1, 0.0, ·
COc1ccccc1/C=N/n1nnnc1N
 : -8.4, 6.1, 0.0, 2.5, -1.8, -19.4, 0.0, -14.3
CC(CCc1ccccc1)NC(=O)CC(C)c1ccccc1 (centres undefined)
 : 8.8, -3.8, ·, 2.6, -1.5, -34.3, 0.0, 7.7
CO[C@@H]1CN(C)C(=O)c2ccc(NC(C)=O)cc2OC[C@H](C)N(Cc2nccs2)C[C@H]1C
 : -4.8, 1.5, -0.1, 19.4, -0.7, 47.9, 0.1, 2.7
O=C(Nc1cc(F)ccc1F)N1CCCCN2[C@H](CO)[C@H](c3ccc(-c4cncnc4)cc3)[C@H]2C1
 : -11.8, ·, -0.4, -3.7, 1.8, 3.9, 0.2, -2.8
O=C(Nc1cccc(Cl)c1)N1CCc2ccccc2C1
 : -16.7, 50.1*, ·, -4.0, -4.0, -2.9, 0.0, 0.3

Single records (already shown):
Record of `C=CCn1c(SCC(=O)NC2CCCC2)nc2c([nH]c3ccccc32)c1=O` : RAD52 inh = -8.0; esBAF inh = ·; E-sel inducer = 0.1; ERp5 block = -5.6; ERAP1 HTS inh = -0.4; S100A4 inh HTS = 3.2; XiGFP reactiv = 0.1; RAD54 inh = -8.7
Record of `C[C@H](CO)N1C[C@H](C)[C@@H](CN(C)Cc2ccccc2)Oc2c(NC(=O)c3ccc(-c4nccs4)cc3)cccc2C1=O` : RAD52 inh = 10.2; esBAF inh = 6.0; E-sel inducer = 0.0; ERp5 block = 0.0; ERAP1 HTS inh = -5.1; S100A4 inh HTS = -0.7; XiGFP reactiv = 0.0; RAD54 inh = -12.9
